High-throughput results: PubChem BioAssay, several laboratories
STEP inh: inhibitors of human striatal-enriched phosphatase STEP. P54829. recombinant STEP, OMFP fluorogenic substrate, fluorescence. inhibition, % at 20 µM. hit rate 0.25% among 360,000. AID 588621;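 active means inhibition at 20 µM, scaled per plate between control wells, above about 37%, limit read from the data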;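 further: 0% = DMSO with enzyme and substrate and 100% = substrate only without enzyme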
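medium = Bis-Tris buffer pH 6.0, 2.5 mM DTT, 0.005% Tween 20 | test system = STEP (striatal-enriched tyrosine phosphatase) enzyme, cell-free | measure = normalized % inhibition | compound dosing = 20 µM, 1% DMSO | also added = 25 µM OMFP | schedule = reaction 20 min, ambient temperature | measured by = fluorescence read at 480 nm ex / 540 nm em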
CSN deneddyl inh: blocks human CSN-mediated cullin deneddylation | Purified CSN, SCF-Nedd8-OG deneddylation, fluorescence polarization | hit rate 0.38% among 360,000 | inhibition, % at 12.5 µM | AID 651999;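 active means pattern-corrected inhibition above about 35%, with an unprinted fluorescence ratio check between 0.5 and 1.5, limit read from the data, passing the limit was not always enough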;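 further: 0% = enzyme with substrate and 100% = substrate without enzyme; some results filed as inactive read as strong as hits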
Target sequence (Q92905 whole entry, looked up, one chain of several): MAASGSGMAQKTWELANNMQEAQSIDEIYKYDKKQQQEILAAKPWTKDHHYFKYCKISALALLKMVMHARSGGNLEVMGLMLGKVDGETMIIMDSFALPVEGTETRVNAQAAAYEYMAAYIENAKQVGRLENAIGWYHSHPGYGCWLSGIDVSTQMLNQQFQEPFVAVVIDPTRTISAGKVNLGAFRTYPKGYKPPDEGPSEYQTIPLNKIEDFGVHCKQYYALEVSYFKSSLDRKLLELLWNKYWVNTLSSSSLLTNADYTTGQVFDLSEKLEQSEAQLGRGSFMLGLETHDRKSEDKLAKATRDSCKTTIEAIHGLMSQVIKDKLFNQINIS
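Assay system: purified human Csn5 enzyme expressed in HEK293T cells; measure: % inhibition; also added: SCFSkp2-Nedd8OG substrate at 10 nM final; technique: fluorescence polarization; times: reaction 90 min, room temperature; medium: Tris buffer pH 7.5, NaCl, DTT, Tween-20, trehalose, ovalbumin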
NadD inh: inhibitors of Staphylococcus aureus NadD. purified NadD enzyme, colorimetric absorbance read-out. inhibition, % at 20 µM. hit rate 0.78% among 360,000. AID 602399; in the data active means inhibition above about 26%; further: some compounds past the cut are filed as inactive
Rpn11 block: blocks the human proteasome subunit Rpn11; calls only at 20 µM; human 26S proteasome, Ub4-pepOG fluorescence polarization; 20S core pre-blocked with epoxomicin; O00487; hit rate 0.59% among 360,000;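 active means inhibition at 20 µM, scaled to each plate's controls, above about 33%, limit read from the data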
Target sequence (O00487 whole entry, looked up): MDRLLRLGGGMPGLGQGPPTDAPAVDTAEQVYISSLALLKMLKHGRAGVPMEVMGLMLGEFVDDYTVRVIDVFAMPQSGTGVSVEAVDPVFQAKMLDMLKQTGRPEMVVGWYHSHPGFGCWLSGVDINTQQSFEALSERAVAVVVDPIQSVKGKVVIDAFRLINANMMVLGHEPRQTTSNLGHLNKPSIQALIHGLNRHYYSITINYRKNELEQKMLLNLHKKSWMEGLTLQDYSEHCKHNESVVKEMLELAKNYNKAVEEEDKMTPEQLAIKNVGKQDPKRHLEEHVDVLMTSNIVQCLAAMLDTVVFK
SUMO1-SIM PPI: modulators of human SUMO1-mediated protein-protein interactions; P63165; SUMO1 binding to a labelled peptide, TR-FRET, 1 h; inhibition, % at 20 µM; hit rate 0.33% among 360,000; in the data active means inhibition above about 37%
LMPTP inh: blocks human LMPTP phosphatase | P24666 | recombinant LMPTP-A, OMFP fluorogenic substrate, fluorescence intensity | hit rate 0.22% among 360,000 | inhibition, % at 20 µM | AID 651560;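 active means compounds that cut the enzyme signal by at least half of the control window in the single-dose screen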;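 further: plate controls were DMSO wells with enzyme plus substrate for no effect and substrate without enzyme for full effect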
Target sequence (P24666 whole entry, looked up): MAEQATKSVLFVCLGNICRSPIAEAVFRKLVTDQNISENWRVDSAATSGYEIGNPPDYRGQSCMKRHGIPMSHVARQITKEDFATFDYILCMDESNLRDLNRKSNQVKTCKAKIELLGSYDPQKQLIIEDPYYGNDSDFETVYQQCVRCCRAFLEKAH
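Test system – LMPTP-A phosphatase enzyme · Quantity – 0.625 nM LMPTP-A final · Reagent – OMFP substrate, 400 µM final · Dosing – one test concentration per compound, 20 µM, with 3% DMSO overall · Timing – 50 min enzyme reaction at room temperature, protected from light · Detection – fluorescence intensity · Controls – substrate-only low control, DMSO enzyme-plus-substrate high control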
MsrA inhibitor: bovine MsrA inhibition. inhibition, % at 15.5 µM. purified bovine MsrA, absorbance read-out. hit rate 0.75% among 360,000; in the data active means inhibition above about 4.5%;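 further: 0% = vehicle wells with enzyme and 100% = reference inhibitor wells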
Scp1 inh: Scp-1 (human) phosphatase inhibition. Q9GZU7. Recombinant Scp1, phosphopeptide, malachite green phosphate absorbance. inhibition, % at 20 µM. hit rate 0.88% among 340,000. AID 493091;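 active means inhibition above about 50% at 20 µM, limit read from the data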;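 further: plate controls were DMSO wells with enzyme for no effect and wells lacking enzyme for full effect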
Target sequence (Q9GZU7 76-261 limits assumed): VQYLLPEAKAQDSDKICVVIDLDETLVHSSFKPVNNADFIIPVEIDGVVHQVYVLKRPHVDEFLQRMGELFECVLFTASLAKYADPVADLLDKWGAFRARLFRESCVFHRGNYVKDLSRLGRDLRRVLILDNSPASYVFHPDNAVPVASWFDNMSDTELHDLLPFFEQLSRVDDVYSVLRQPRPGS
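System: truncated SCP-1 phosphatase (76-261aa); medium: Tris acetate buffer pH 5.5 with MgCl2 and Tween-20; incubation: 45 min room-temperature reaction, 5 min colour, 30 min stabiliser; compound: single 20 µM dose, 1% DMSO; reagent: Phosphorylated 17-residue peptide substrate; read-out: % inhibition at 20 µM; technique: colorimetric free-phosphate detection, absorbance 630 nm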
DNMT1 inh: DNMT1 (human) enzyme inhibition | P26358 | DNMT1 molecular beacon, Hinp1I cleavage, fluorescence | inhibition (reported as % activation of signal), % at 10 µM | hit rate 0.83% among 360,000; in the data active means inhibition above about 50%
Tb MetRS inh: blocks T. brucei methionyl-tRNA synthetase activity | inhibition, % at 11.9 µM | purified T. brucei MetRS, ATP depletion, Kinase-Glo luminescence | hit rate 0.4% among 360,000;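 active means inhibition above a per-plate cutoff of the control wells' mean inhibition plus 3 SD, cut at about 5.5% in these data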;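 further: 0% = DMSO wells median and 100% = median of wells with control inhibitor compound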
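assay system = parasite MetRS enzyme | timing = 15 min preincubation, 2 h reaction, all 25 °C | evaluation = percent inhibition relative to median high and low control wells | medium = HEPES buffer containing pyrophosphatase, BSA, spermine, DTT | compound = single dose, 11.9 µM final nominal, 0.9% final DMSO | detection = Kinase-Glo luminescence, ATP depletion format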
An asterisk follows results filed as active; i = inactive; · = not tested or not shown.

Start of the listing, in advance (4 entries):
Value order: STEP inh	CSN deneddyl inh	NadD inh	Rpn11 block	SUMO1-SIM PPI	LMPTP inh	MsrA inhibitor	Scp1 inh	DNMT1 inh	Tb MetRS inh
CCOc1ncccc1C(=O)OCC(=O)c1ccc[nH]1
  -1.7	-0.2	2.2	i	4.4	-0.4	0.0	5.2	-0.9	-0.3
COC(=O)Cn1nc(-c2ccccc2)c2cc(Cl)ccc21
  -3.5	-3.8	-6.1	i	0.5	2.5	-0.4	-8.6	-6.7	-1.1
CCCS(=O)(=O)N1CCCC(C(=O)c2ccccc2OC)C1 (stereo not drawn)
  -3.3	0.0	-8.1	i	-0.2	-1.5	0.3	-5.4	-1.7	-0.6
N#Cc1ccc(-c2ccc(Cl)cc2)nc1Oc1ccc(F)cc1
  -1.5	-5.2	2.0	i	-0.6	0.4	-0.2	-0.1	6.4	-0.1

This part in full, from the first entry:
Value order: STEP inh	CSN deneddyl inh	NadD inh	Rpn11 block	SUMO1-SIM PPI	LMPTP inh	MsrA inhibitor	Scp1 inh	DNMT1 inh	Tb MetRS inh
CCOc1ncccc1C(=O)OCC(=O)c1ccc[nH]1
  -1.7	-0.2	2.2	i	4.4	-0.4	0.0	5.2	-0.9	-0.3
COC(=O)Cn1nc(-c2ccccc2)c2cc(Cl)ccc21
  -3.5	-3.8	-6.1	i	0.5	2.5	-0.4	-8.6	-6.7	-1.1
CCCS(=O)(=O)N1CCCC(C(=O)c2ccccc2OC)C1 (stereo not drawn)
  -3.3	0.0	-8.1	i	-0.2	-1.5	0.3	-5.4	-1.7	-0.6
N#Cc1ccc(-c2ccc(Cl)cc2)nc1Oc1ccc(F)cc1
  -1.5	-5.2	2.0	i	-0.6	0.4	-0.2	-0.1	6.4	-0.1
O=C(COc1ccc(Nc2ccccc2)cc1)Nc1ccncc1
  0.3	-0.1	10.8	i	1.5	3.7	-0.2	-8.2	-11.2	-0.5
O=C(NC1=NCCS1)C1CC2CCC1C2 (stereo not drawn)
  -7.3	-0.7	-6.6	i	-1.1	5.9	1.1	-5.2	-0.8	-0.3
O=C1CCCC(=O)C1C(=O)C1CCN(S(=O)(=O)c2ccccc2)CC1
  0.0	7.4	-1.2	i	8.3	-0.7	0.8	-7.0	1.4	-0.7
O=C(CCc1nnc2ccc(NCc3ccco3)nn12)Nc1ccccn1
  3.3	-0.1	2.9	i	14.4	-0.9	0.0	58.8*	12.8	0.4
COc1ccc(OCC(=O)Nc2cccc3cccnc23)cc1
  -2.4	-3.2	4.3	i	-8.1	2.7	-0.1	-6.8	-7.2	-0.5
Cc1ccnn1C(C)C(=O)O (stereo not drawn)
  -2.5	2.9	-4.1	i	1.7	-1.0	-0.6	-4.7	2.0	0.0
COc1ccccc1C(=O)NC(=O)COC(=O)C1(C)CC1(Cl)Cl (stereo not drawn)
  0.3	5.4	2.4	i	2.9	-1.1	-0.3	-6.2	0.9	-0.6
O=C(C1CCN(S(=O)(=O)c2c(Cl)cccc2Cl)CC1)N1CCCC1
  -2.1	5.1	-0.5	i	0.1	-1.3	0.7	1.8	6.1	-0.4
CN(c1ccccc1)S(=O)(=O)c1ccc(C(=O)OCC(=O)NCc2cccs2)cc1
  -0.7	1.6	-5.3	i	6.7	4.5	1.5	-4.3	2.4	-1.2
O=C(/C=C/c1cccc([N+](=O)[O-])c1)Nc1ccc(NC(=O)c2cccs2)cc1
  45.3*	9.0	14.2	i	0.5	56.2*	-0.6	74.5*	43.7	0.1
CCOC(=O)NCc1ccccc1
  -2.5	-5.3	-1.7	i	1.6	-2.7	·	-8.1	3.5	-0.1
CC(C)CNC(=O)[C@H](Cc1ccccc1)NC(=O)c1cccs1
  1.4	-2.9	1.3	i	6.3	-1.3	1.4	-9.3	0.7	-0.1
Cc1nn(CCC(=O)NNC(=S)Nc2ccccc2)c(C)c1Br
  -0.1	4.2	1.3	i	0.4	0.6	0.2	-5.2	-2.7	0.5
CC(C)=NOc1nc(N(C)C)nc(N2CCOCC2)n1
  -1.4	-1.5	-7.7	i	1.8	-1.4	0.6	-7.3	3.4	-0.1
O=C(c1cc2ccccc2oc1=O)N(Cc1ccccc1)C1CCS(=O)(=O)C1 (stereo not drawn)
  -0.4	1.0	-7.8	i	-6.4	-0.3	3.9	-8.7	-1.3	-0.7
Cc1ccc(Nc2nc(Nc3ccc(C)cc3)nc(SC3=NCCS3)n2)cc1
  0.0	1.5	30.5*	i	4.2	3.4	0.6	11.8	11.8	-0.9
Cc1ccc(C)c(S(=O)(=O)NCCC(=O)N2CCCC(C(N)=O)C2)c1 (stereo not drawn)
  -1.4	2.4	-5.1	i	-1.4	-2.0	-1.4	-3.3	5.5	0.0
COc1ccc(OC)c(-c2csc(NC(=O)Cc3ccccc3)n2)c1
  -1.8	-0.8	-3.0	i	4.7	3.1	1.0	2.6	0.8	-0.6
CCN1C(=NCCc2ccccn2)N[C@@H](c2cccc(F)c2)C(C(=O)OC)=C1C
  2.3	-8.7	2.2	i	4.9	-2.2	1.0	-0.3	2.9	0.2
O=C(CSCc1ccco1)N1CCc2ccccc21
  1.9	2.3	-3.3	i	2.4	0.4	·	-14.2	1.3	0.2
O=c1[nH]c(CN2CCN(c3ccccc3O)CC2)nc2ccccc12
  -2.5	4.8	3.0	i	3.4	1.0	-1.1	-0.3	-1.0	0.0
O=C(O)c1cscc1Cc1cccs1
  2.3	0.9	-0.7	i	2.6	0.2	-0.1	·	4.6	0.0
CC(=O)Nc1ccc(S(=O)(=O)NCCc2csc(C)n2)cc1
  -4.0	0.5	-4.5	i	-2.1	0.0	0.1	-6.6	0.7	-0.3
O=C(CCCn1c(SCC(=O)NCCc2ccccc2)nc2ccccc2c1=O)NCC1CCCO1 (stereo not drawn)
  3.9	-10.7	-4.2	i	0.5	-1.9	-0.4	-5.2	-0.2	-1.0
C=CCSc1nnc2c(n1)[nH]c1c(C)cccc12
  3.0	-1.2	-1.3	i	-15.1	1.1	2.2	-9.4	-12.0	0.0
O=C(/C=C(\O)c1ccccc1)C(=O)NNC(=O)c1ccccc1[N+](=O)[O-]
  2.5	-1.4	2.3	i	-1.3	-0.6	-1.2	-4.4	0.1	-0.2

Next section
Value order: STEP inh	CSN deneddyl inh	NadD inh	Rpn11 block	SUMO1-SIM PPI	LMPTP inh	MsrA inhibitor	Scp1 inh	DNMT1 inh	Tb MetRS inh
Cc1cc(C)nc(N(C#N)Cc2cccc3ccccc23)n1
  -1.1	-1.4	5.3	i	-3.5	0.7	0.1	-7.7	-0.8	-0.8
Cc1ccccc1Nc1nnc(C)c(=O)[nH]1
  -0.6	-1.3	0.9	i	0.6	0.3	-0.2	-7.8	1.2	-1.5
O=C(CNS(=O)(=O)c1ccccc1)NCC(=O)OCc1ccc(Br)cc1
  -1.1	-0.4	-6.7	i	2.4	-0.1	1.1	-7.0	-7.0	0.9
COc1ccccc1-n1c(SCC(=O)N2CCc3ccccc32)nc2c(c1=O)SCC2
  -0.2	-2.9	4.9	i	-8.7	1.6	3.1	-15.6	-8.2	-0.3
CC(=O)C1=C(C)NC(C)=C(C(C)=O)C1c1cn(-c2ccccc2)nc1-c1cccs1
  1.2	-0.5	11.6	i	-3.7	2.1	1.6	2.9	-9.3	-0.4
CN(CCc1ccccc1)C(=O)c1cc(COc2cccc(C(F)(F)F)c2)on1
  0.0	-1.4	0.5	i	0.8	5.0	1.2	-8.8	-10.8	0.1
Cc1cc(S(=O)(=O)N2CCCC2C(=O)N2CCOCC2)c(C)cc1Cl (stereo not drawn)
  -4.1	-4.1	1.0	i	-4.9	-1.3	-0.2	-7.0	1.0	-0.1
COc1cc(C)ccc1OCc1cc(C(=O)N(C)CCCN2CCOCC2)no1
  0.7	0.0	-3.0	i	1.8	-0.2	0.2	8.0	-2.3	-1.1
O=C(CC1SC(N2CCCC2)=NC1=O)Nc1ccc(C(=O)NCCc2ccc(F)cc2)cc1 (stereo not drawn)
  0.4	-4.3	-1.6	i	-0.1	-1.0	-1.3	-2.3	1.0	-0.3
CC1CN(S(=O)(=O)c2cccc(C(=O)Nc3ccccc3N3CCCC3)c2)CC(C)O1 (stereo not drawn)
  -3.7	7.0	-5.1	i	1.9	-0.5	1.0	-0.4	3.7	-0.2
COc1cc(NC(=O)CN2CCCCCC2)cc(OC)c1
  1.6	5.6	-8.5	i	2.9	1.4	-0.7	-7.1	0.1	-1.0
Cc1cc(C)c(C)c(OCC(O)CN2CCN(c3ccccn3)CC2)c1 (stereo not drawn)
  -2.2	-1.4	-4.3	i	-7.1	-1.1	0.1	-11.2	0.9	0.0
CCN(CC(=O)Nc1c(F)cccc1F)C(=O)CN1C(=O)NC2(CCCC2)C1=O
  -2.0	11.0	-1.3	i	2.0	-0.8	-0.2	-5.8	0.1	-0.3
COc1ccccc1C(=O)NC(=S)Nc1cc(C(=O)O)ccc1C
  1.3	-4.9	2.5	i	8.6	-0.5	0.7	0.6	1.0	-0.4
CCN(CC(=O)NCc1cccs1)C(=O)c1ccc(-c2ccccc2F)o1
  3.0	-2.1	-4.6	i	-2.4	-0.9	0.3	-6.8	2.1	-0.3
Cc1cc(=O)oc(C)c1C(=O)NNC(=O)C1(C)CC1Br (stereo not drawn)
  -3.2	0.6	-1.4	i	8.7	-1.8	0.0	-1.2	1.1	-1.4
Cc1ccc(CN(C(=O)c2cc3ccccc3oc2=O)C2CCS(=O)(=O)C2)cc1 (stereo not drawn)
  -3.7	-2.7	-5.8	i	10.2	-1.0	-0.3	-2.0	1.9	0.1
COc1ccc(Cl)cc1NC(=S)NN1CCOCC1
  2.0	-4.6	0.9	i	6.9	-0.8	1.2	-3.5	-2.4	-0.6

Entries of single compounds from above. Order of screens: STEP inh, CSN deneddyl inh, NadD inh, Rpn11 block, SUMO1-SIM PPI, LMPTP inh, MsrA inhibitor, Scp1 inh, DNMT1 inh, Tb MetRS inh
Shown for CN(CCc1ccccc1)C(=O)c1cc(COc2cccc(C(F)(F)F)c2)on1 → 0.0, -1.4, 0.5, i, 0.8, 5.0, 1.2, -8.8, -10.8, 0.1
Shown for COc1ccccc1-n1c(SCC(=O)N2CCc3ccccc32)nc2c(c1=O)SCC2 → -0.2, -2.9, 4.9, i, -8.7, 1.6, 3.1, -15.6, -8.2, -0.3
